NOD2 RIPK2 PPI: NOD2-RIPK2 binding disruptors in cells, primary screen, fluorescence, CHO cells, BLA complementation | Receptor-interacting serine/threonine-protein kinase 2 (Homo sapiens), O43353 | CCF4 ratio | inhibition, % at 4.98 µM | hit rate 0.38% among 360,000; in the data active = inhibition above about 21%;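 also: 0% = vehicle only and 100% = reference blocker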
NR5A2 inv ag: LRH-1 (NR5A2) inverse agonists, primary screen, cell-based, luminescence, HEK293T, StAR-luciferase reporter; Nuclear receptor subfamily 5 group A member 2 (Homo sapiens), O00482; LRH-1 transfected, 24 h; inhibition, % at 3.6 µM; hit rate 0.13% among 360,000;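 active = inhibition above the mean inhibition of all tested compounds plus 3 SD, cut at about 73% in these data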;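 also: 0% = DMSO wells and 100% = reporter-only cells lacking LRH-1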
Exocytosis inh: LAMP-1 surface exposure blockers, TALL-104 cells – cell-based, flow cytometry, MLPCN library, primary screen | hit rate 0.66% among 360,000 | TALL-104 LAMP-1 surface exposure; cells stimulated with thapsigargin and PMA | AID 651702, 2012 | inhibition, % at 10 µM;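 active = inhibition above about 55%, limit read from the data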
TLR9-MyD88 block: inhibitors of TLR9-MyD88 association in cells, primary screen, cell-based, CHO, BLA complementation, fluorescence; inhibition, % at 4.98 µM; Toll-like receptor 9 (Homo sapiens) + Myeloid differentiation primary response protein …; hit rate 0.21% among 340,000; CCF4 FRET ratio;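 active = inhibition above the mean over all tested compounds plus 3 SD, cut at about 21% in these data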;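 also: 0% = DMSO only wells and 100% = clavulanate BLA inhibitor control wells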
TROY signal inh: inhibitors of TROY-driven NF-kB signaling, primary screen, Q293 LMP1-TROYcd cells, NF-kB luciferase, uHTS; Q293 LMP1-TROYcd NF-kB luciferase reporter, 4 h; AID 1347056, 2019; inhibition, % at 10 µM; hit rate 0.98% among 360,000;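 active = compounds whose plate-normalised and pattern-corrected inhibition of the luciferase reporter signal at the single screening dose is 50% or more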
ABHD5 PLIN5 PPI: ABHD5-PLIN5 interaction inhibitors, primary screen, cell lysate, split luciferase complementation, luminescence; Perilipin-5 (Homo sapiens) + 1-acylglycerol-3-phosphate O-acyltransferase ABHD5 (Homo …; Split G. princeps luciferase complementation, 4 h; inhibition, % at 4 µM; hit rate 0.78% among 360,000; AID 602281, 2012;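 active = inhibition above the mean inhibition across every tested compound plus 3 SD, cut at about 22% in these data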;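 also: 0% = DMSO only wells and the 100% control is not disclosed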
Target sequence (Q00G26 whole entry, looked up): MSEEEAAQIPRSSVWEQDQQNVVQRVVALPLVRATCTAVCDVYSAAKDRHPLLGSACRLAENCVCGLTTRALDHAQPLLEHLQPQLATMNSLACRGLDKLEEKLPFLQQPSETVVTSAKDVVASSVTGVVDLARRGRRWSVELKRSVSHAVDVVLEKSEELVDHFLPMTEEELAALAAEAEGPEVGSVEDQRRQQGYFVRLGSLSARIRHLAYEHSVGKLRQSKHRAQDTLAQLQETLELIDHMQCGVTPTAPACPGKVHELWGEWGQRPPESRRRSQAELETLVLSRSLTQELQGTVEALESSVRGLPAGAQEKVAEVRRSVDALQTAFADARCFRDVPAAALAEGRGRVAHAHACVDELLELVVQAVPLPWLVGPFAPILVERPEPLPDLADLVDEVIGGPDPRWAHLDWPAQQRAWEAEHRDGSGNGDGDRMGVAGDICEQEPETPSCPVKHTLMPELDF
Target sequence (Q8WTS1 whole entry, looked up): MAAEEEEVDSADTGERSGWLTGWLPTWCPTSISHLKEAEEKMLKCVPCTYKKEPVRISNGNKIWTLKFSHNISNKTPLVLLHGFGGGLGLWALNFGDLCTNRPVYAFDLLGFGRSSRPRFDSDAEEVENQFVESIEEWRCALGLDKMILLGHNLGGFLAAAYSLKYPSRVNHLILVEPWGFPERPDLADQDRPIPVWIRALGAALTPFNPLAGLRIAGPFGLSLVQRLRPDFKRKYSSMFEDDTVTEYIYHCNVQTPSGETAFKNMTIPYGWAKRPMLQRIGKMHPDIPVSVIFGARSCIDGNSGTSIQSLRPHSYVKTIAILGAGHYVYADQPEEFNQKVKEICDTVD
COUP-TFII inh: NR2F2 transcriptional activity inhibitors, primary screen, cell-based, luciferase reporter, HEK293T, luminescence; AID 686940, 2013; inhibition, % at 8.6 µM; hit rate 0.7% among 370,000; COUP transcription factor 2 (Homo sapiens), P24468; HEK293T NGFI-A luciferase reporter;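 active = inhibition above a per-plate cutoff, mean inhibition of test wells between control levels plus 3 SD, cut at about 38% in these data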;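 also: cells cotransfected with COUP-TFII expression vector driving the NGFI-A reporter; 0% = median of COUP-TF2 test wells and 100% = reporter-only cells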
NCOA1 inh: SRC1 coactivator transcriptional activity inhibitors, primary screen, cell-based, luminescence | inhibition, % at 3.6 µM | Nuclear receptor coactivator 1 (Homo sapiens), Q15788 | AID 588354, 2011 | HEK293 GAL4-SRC1 luciferase reporter | hit rate 0.12% among 360,000;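 active = inhibition above the campaign mean plus 3 SD, with each screening campaign given its own cutoff, cut at about 60% in these data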;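 also: 0% = DMSO treated cells and 100% = gossypol at 36 µM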
TWEAK-Fn14 inh: inhibitors of TWEAK-Fn14 signaling, primary screen, luciferase reporter cells, uHTS; TWEAK-stimulated Fn14 reporter cells, luciferase luminescence, 8 h; inhibition, % at 10 µM; hit rate 2% among 360,000; AID 1159606, 2016; in the data active = inhibition above about 50%
SRC3 inh: SRC3 coactivator transcriptional activity inhibitors, primary screen, cell-based, luminescence. Nuclear receptor coactivator 3 (Homo sapiens), Q9Y6Q9. HEK293 GAL4-SRC3 luciferase reporter. inhibition, % at 3.6 µM. hit rate 0.17% among 360,000. AID 588352, 2011;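 active = inhibition above a per-campaign cutoff, the mean of all compounds plus 3 SD, cut at about 60% in these data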;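 also: 0% = DMSO-treated cells and 100% = gossypol-treated cells at 36 µM; higher means less SRC3-driven luciferase light from the GAL4 reporter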
SRC2 inh: inhibition of GAL4-SRC2 driven luciferase reporter, primary screen, SRC2 inhibitor project, cell-based, luminescence | Nuclear receptor coactivator 2 (Homo sapiens), Q15596 | HEK293 GAL4-SRC2 luciferase reporter | inhibition, % at 9 µM | hit rate 0.17% among 370,000 | AID 651957, 2012;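 active = inhibition above the mean inhibition of all tested compounds plus 3 SD, set per campaign, cut at about 52% in these data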;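 also: 0% = DMSO treated cells and 100% = cells given Gossypol at 36 µM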
* = called active by the depositor; / = no result given. Some of the compounds tested; count on the stated rates, not on these rows.

SMILES	NOD2 RIPK2 PPI	NR5A2 inv ag	Exocytosis inh	TLR9-MyD88 block	TROY signal inh	ABHD5 PLIN5 PPI	COUP-TFII inh	NCOA1 inh	TWEAK-Fn14 inh	SRC3 inh	SRC2 inh
COc1ccc(C2C(C(=O)NCc3cccnc3)c3cc(OC)c(OC)cc3C(=O)N2C)cc1 (stereo unspecified)	2	-8	-2	-2	2	6	22	4	7	16	-8
CCc1nn(CCCC(=O)NC(C)c2ccccc2)c(=O)c2cc3occc3n12 (stereo unspecified)	-3	9	-1	12	-10	0	3	-11	1	6	-13
Oc1ccc(C[C@H]2CNC(=S)N2CC2CCCN2C[C@H](Cc2ccc(O)cc2)N2C[C@H](Cc3ccccc3)N(CC3CCCCC3)C2=S)cc1 (stereo partly specified)	-15	-2	17	0	0	3	18	-6	62*	17	4
CC(=O)Nc1ccc(Oc2ccc([N+](=O)[O-])cc2Cl)cc1	-4	19	-2	5	-4	6	-12	13	-2	6	-17
Cc1ccc(Cn2c(CN3CC(C)OC(C)C3)nc3c2c(=O)[nH]c(=O)n3C)cc1 (stereo unspecified)	4	4	-4	6	4	0	1	4	-1	4	19
O=[N+]([O-])c1cc(Br)cc(/C=N/n2cnnc2)c1O	-10	10	-5	-4	6	0	8	-19	-1	11	-5
O=C(Nc1ccncc1)c1c(F)cccc1F	-6	-6	1	-8	37	7	/	50	67*	16	/
CCC1(C(=O)OC)NC(c2ccco2)C2C(=O)N(c3ccc(C)cc3)C(=O)C21 (stereo unspecified)	-3	7	0	-3	8	4	-56	5	-4	7	-8
c1ccc(C2CCCN(Cc3nc(CC4CC4)no3)CC2)cc1 (stereo unspecified)	-5	-29	0	-6	-31	2	2	-13	-33	-22	-25
O=C(CSc1nnc(-c2ccccc2)n1-c1ccc(Cl)cc1)NC1CCS(=O)(=O)C1 (stereo unspecified)	-12	2	3	7	-55	1	-4	-14	-26	-18	0
CCOc1ccc(C(=O)NCc2ccccc2OC)cc1	-4	-11	10	1	-55	4	8	-10	36	0	1
COc1cc(OC)cc(C(=O)N2c3ccc(F)cc3CCC2C)c1 (stereo unspecified)	9	3	2	9	4	1	9	0	2	8	4
CCOC(=O)C1CCN(C(=O)COc2ccc([N+](=O)[O-])cc2)CC1	-2	7	3	-11	-6	2	0	3	-5	11	-15
CCc1nnc(NC(=O)CSc2nnc(CNc3ccc(F)cc3)n2C2CCCCC2)s1	-11	23	3	2	-2	-1	0	-25	9	8	3
COc1cc2c(cc1NC(=O)C(C)Sc1cccc[n+]1[O-])oc1ccccc12 (stereo unspecified)	-6	-60	7	8	-70	6	-31	-91	-28	-57	-26
O=C(NCc1ccco1)C(=O)c1cn(CC(=O)N2CCCC2)c2ccccc12	-5	16	-5	1	-2	-5	6	6	5	-6	-1
OCCN1CCN(c2ncnc3c2ncn3[C@H]2CN(Cc3cccc(C(F)(F)F)c3)C[C@@H](CO)O2)CC1	3	-2	2	/	-7	0	7	-21	5	-2	8
O=S(=O)(Nc1ccccc1N1CCCC1)c1ccccc1C(F)(F)F	0	-15	-2	-9	-9	5	0	10	3	-13	22
COC(=O)C/C(N)=C(\C#N)C(=O)OC	6	-5	-4	-6	-18	-3	-4	10	13	18	-4
CCCn1ncc(CN2CCN(Cc3ccsc3)C(CCO)C2)c1C (stereo unspecified)	-2	-25	-1	-8	8	0	6	5	41	2	-8
CCC(C)n1c(OC)nc2c1c(=O)n(C)c(=O)n2C (stereo unspecified)	-7	0	-4	1	12	2	20	-11	-13	6	20
Nc1cc(=O)[nH]c(SCC(=O)Nc2ccc([N+](=O)[O-])cc2)n1	-5	3	0	-1	15	-1	0	-4	-4	2	-9
Cc1nc(N2CCN(S(=O)(=O)c3ccc(F)cc3)CC2)c2c(-c3cccs3)csc2n1	-10	-14	0	-7	-5	1	4	-2	-2	3	-5
CC(=O)c1c(C)[nH]c(C(=O)CSc2nnc(-c3ccccc3)n2Cc2ccc3c(c2)OCO3)c1C	1	10	-4	-12	-19	6	3	-1	15	0	5
COc1ccc(C(=O)/C=C/Nc2ccccn2)cc1	-3	-73	0	2	72*	1	33	-11	97*	19	46
N#C/C(=C\c1ccc(O)c(Br)c1)C(=O)NCc1ccccc1	2	-7	2	-9	-7	1	1	-5	6	6	3
O=C(CCn1nc(-c2ccc(Cl)cc2)ccc1=O)NCCCN1CCCCCC1	2	-7	-5	-11	14	6	3	4	-24	-15	6
Clc1ccc(Cn2ncc3c(N4CCCCC4)ncnc32)cc1	9	-2	0	9	12	1	2	-5	22	14	-18
CC(=O)c1cccc(NC2c3ccccc3C(=O)N2Cc2ccco2)c1 (stereo unspecified)	4	7	-1	-4	-10	7	-32	-4	-14	11	4
Cc1ccc(NC(=O)c2ccc(S(=O)(=O)NCC3CCCO3)cc2)cc1 (stereo unspecified)	-1	-24	-2	-8	-24	-10	-5	-4	1	0	-28
O=C(CCN1C(=O)S/C(=C\c2cccs2)C1=O)NC1=NCCS1	-11	-18	4	-1	-18	0	-1	-12	-25	12	-18
O=S(=O)(Nc1nccs1)c1ccc(Cl)cc1	-7	-11	9	-1	-11	-1	7	-2	2	13	-9
Cc1ccc(NC(=O)CSc2nn(-c3ccc(Cl)cc3)c(=S)s2)cc1S(=O)(=O)N(C)C	7	4	4	6	52*	1	34	-3	64*	19	18
CC(C)(C)c1cc(C2COC(=O)COCCOCC(=O)OCCOCCO2)cc(C(C)(C)C)c1O (stereo unspecified)	-4	6	6	-4	7	2	2	11	2	8	-4
Cc1cc(SCC(=O)Nc2cccnc2Cl)nc2ccccc12	-6	4	3	-4	16	-1	2	-2	1	-13	-2
Cc1cccc(NS(=O)(=O)c2ccc3nc(-c4ccccc4)[nH]c3c2)c1C	-5	-19	1	-4	31	4	5	-12	34	2	8
Cc1ccc(S(=O)(=O)N2CCN(CC(O)COc3ccccc3)CC2)cc1 (stereo unspecified)	-2	11	-2	8	4	-7	3	1	-1	-13	4
Cc1c(/C=N/NC(=O)CNc2ccccc2)c2ccccn2c1C(=O)c1ccccc1	8	19	10	7	9	0	-4	6	50	19	24
CC1(C(=O)NS(=O)(=O)Cc2ccccc2C(F)(F)F)CCN1C(=O)Cc1ccsc1 (stereo unspecified)	-10	-3	0	/	-9	0	3	-1	1	-5	-32
COc1ccc2[nH]c3ccc(OC)cc3c2c1	-4	-20	0	10	-3	-4	-32	-8	-17	-3	-11
CCOc1cc(C2C(C(=O)N3CCCCC3)=C(C)NC3=C2C(=O)CC(C)(C)C3)ccc1O (stereo unspecified)	6	-14	-1	0	11	1	-4	-12	25	1	-13
N#Cc1ccc(CSc2nnc3ccccn23)cc1	-3	-1	-2	-9	8	-8	6	-13	-5	16	-22
COc1ccc(F)cc1C(=O)C1CCCN(C(=O)c2ocnc2C)C1 (stereo unspecified)	-9	-7	0	-4	-10	-2	13	-13	2	9	-9
CCCCn1nnnc1C(c1cccc(OC)c1OC)N1CCN(C/C=C/c2ccccc2)CC1 (stereo unspecified)	7	2	1	/	5	-5	-8	9	6	-1	-6
Cn1c(CNC(=O)c2ccco2)nnc1SCCOc1ccccc1	-10	3	0	-6	22	-2	12	-8	-2	12	7
O=C(CN1C(=O)C2C3C=CC(C3)C2C1=O)Nc1nncs1 (stereo unspecified)	3	-5	-2	-7	4	-3	13	6	-1	-9	8
O=C(CCSCCc1ccccn1)Nc1ccc(Cl)cn1	-7	-24	-1	-8	1	3	14	-9	-16	0	-2
Cc1cccc2c3c([nH]c12)CCNC3	-1	10	2	-8	-4	5	-22	-4	0	5	-1
Cc1ccc2nc(-c3ccccc3)c(-c3ccccc3)nc2c1	5	-6	0	10	-13	-2	-1	-20	3	19	21
CCOC(=O)N1CCC(NC(=O)c2cc(C(=O)NC3CCCC3)ccc2CO)CC1	-4	13	-11	4	7	0	15	-3	9	19	-12

Remaining list, next part:
SMILES	NOD2 RIPK2 PPI	NR5A2 inv ag	Exocytosis inh	TLR9-MyD88 block	TROY signal inh	ABHD5 PLIN5 PPI	COUP-TFII inh	NCOA1 inh	TWEAK-Fn14 inh	SRC3 inh	SRC2 inh
COc1ccc(CNC(=O)Nc2cc(C)ccc2C)cc1	3	-9	-2	-1	-27	4	4	-3	-1	12	-26
CCN(CC)CCN(C)C(c1cc2ccccc2o1)c1nnnn1C(C)(C)C (stereo unspecified)	-16	-5	-3	/	-6	4	-6	/	-3	/	4
COCCCn1ccc(O)c(Cc2ccc(F)cc2)c1=O	4	-2	3	6	3	0	-1	-1	21	17	5
CC(c1ccccc1)C(CC(=O)O)C(=O)NC1CCCCC1 (stereo unspecified)	-7	-9	2	-2	-3	-2	-2	-11	2	19	-13
CCOC(=O)CCCc1ccc(/C(C)=N/NC(=S)NC)cc1	-4	13	-2	1	2	3	11	-11	12	14	-2
COc1ccc(OC)c(NC(=O)Nc2nc(CN(C)C)cs2)c1	4	-1	-5	/	-1	0	-8	-9	6	1	-16
Cc1nn(CC(=O)N2CCOCC2)c(=O)c2nn(-c3ccccc3)c(C)c12	-8	-2	-5	-1	0	-3	5	14	11	-5	-8
Cc1ccc(Cl)cc1N1CCN(S(=O)(=O)c2c(C)noc2C)CC1	5	22	-1	1	5	-5	-7	-3	-8	-7	5
COC(=O)CSC1=C(C#N)C(c2ccccc2)CC(=O)N1 (stereo unspecified)	-7	8	-2	1	-3	1	2	-17	11	-5	11
COc1ccc(S(=O)(=O)CCC(=O)N(C)c2ccc(OC)cc2OC)cc1	-5	5	-1	1	5	-9	-8	10	-9	-4	8
O=C(Nc1ccc(OC(F)(F)F)cc1)c1ccc2ccccc2n1	9	-13	1	-2	-49	-3	7	-37	-2	-17	-34
O=C(COc1ccc(Cl)cc1Cl)N1CCN(C(=O)c2ccco2)CC1	-11	-13	3	-4	5	-1	-12	0	7	-27	-18
Cn1c(=O)n(Cc2ccco2)c(=N)c2c3c(sc21)CCC3	-10	8	-2	3	-10	0	3	14	9	20	11
CO/N=C/C(=N\Nc1ccc(C)cc1)C(=O)c1ccc(OC)cc1	-5	-1	25	-2	14	-6	0	-12	25	-5	-2

Assay outcomes (PubChem BioAssay)
